ERK AVP block: vasopressin-driven ERK pathway inhibition; Potency, µM (top dose mostly 57.5 µM), without a hit: top-dose activity, negative = inhibition, usual class: inhibitors; 72,000 compounds, 0.99% hits; HEK293-V1b, vasopressin-stimulated pERK AlphaScreen; note: potency is the fitted concentration of half-maximal effect; % is set by controls: 0 for no effect and ±100 for the full control effect; nearly all actives have a fitted effect of over 55% in size
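V1b-HEK293 cells; cpd 30 min 37C; 25 nM vasopressin 5 min; lyse 10 min; AlphaScreen beads 5 hr RT. Normalized to DMSO basal and 25 nM vasopressin; AC50 by Hill fit.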
A350 fluor: compound fluoresces in the Alexa 350 spectral region. Compound autofluorescence, 340/450 nm, Alexa 350 dye-equivalents; stronger effect = higher value. AID 590. max dye-equivalent concentration, M. 59,000 compounds, 11% hits; in the data active = max dye-equivalent concentration above about 10 nM; inconclusive = mostly about 1.1 nM to 9.6 nM
4MU fluor: compounds fluorescent in 4-MU spectral region; compound autofluorescence, 340/450 nm, 4-MU equivalents; stronger effect = higher value; max dye-equivalent concentration, M; 59,000 compounds, 11% hits; in the data active = max dye-equivalent concentration above about 10 nM; inconclusive = mostly about 1.1 nM to 9.6 nM
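Compounds in 100 mM Tris, pH 8.0, incubated 15 min at room temperature, then fluorescence read at 340 nm excitation/450 nm emission. Signal converted to 4-MU dye-equivalent concentration using an on-plate six-point 4-MU standard curve.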
Hsp90 Hop PPI: changes Hsp90-Hop TPR2A binding signal, up or down | AID 595 | 71,000 compounds, 0.44% hits | Potency, µM (series often up to 57 µM), inactives show at the highest dose activity change, negative = inhibition | AlphaScreen TPR2A-His6 binding biotin-Hsp90 C-terminal peptide; active = well fitted curve in either direction with a large enough effect; inconclusive = small, poorly fitted or top-dose-only effect, or another doubt; note: potency is the fitted concentration of half-maximal effect; % is set by controls: 0 for no effect and ±100 for the full control effect; many of its hits are not listed in these tables
Texas Red fluor: compounds fluorescent in Texas Red spectral region. Compound fluorescence, Texas Red channel, 547/618 nm; stronger effect = higher value. max dye-equivalent concentration, M. 59,000 compounds, 0.06% hits. AID 587; in the data active = max dye-equivalent concentration above about 10 nM; inconclusive = between about 1.1 nM and that limit
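Fluorescence at ex 547/em 618 nm, normalized against an on-plate Texas Red standard series to give dye-equivalent concentration per compound concentration. Buffer 100 mM Tris, pH 8.0; 15 min RT incubation before CCD imaging.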
CRE Fsk mod: CRE-bla signaling modulation under forskolin stimulation | CHO CRE-bla reporter (cAMP response element driving beta-lactamase), forskolin EC10, beta-lactamase ratio | Potency, µM (titrated, usually from 38.2 µM), inactives show at the top dose activity change, negative = inhibition, usual class: activators | 71,000 compounds, 2.5% hits | AID 662; active = well fitted activation curve with a large enough effect in the signal ratio, with a control signal flat, not every such curve was filed as active; inconclusive = small, poorly fitted or top-dose-only effect, or effect the other way, or a change in a side signal; the % refers to the signal ratio; note: potency is the fitted concentration of half-maximal effect; % of control where 0% means no effect
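CHO CRE-bla cells, overnight plating in Opti-MEM with 0.5% dialyzed FBS; cpd titration + EC10 NKH 477, 3 h 37 °C; CCF4 2 h RT; ex 405/em 460 vs 530 ratio → %Activity, AC50.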
Epigenetic mod: derepresses silenced GFP locus in mouse C127i cells. Potency, µM (top dose mostly 46.1 µM), without a hit: top-dose GFP derepression (activation). mouse C127i GFP locus derepression, cytometry, 30 h. 68,000 compounds, 0.09% hits. AID 597; note: % of control where 0% means no effect
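Read-out is the number of GFP-positive cells, scored as fluorescent objects 20 to 120 um wide, reflecting derepression of a silenced CMV-GFP reporter in murine C127i cells after 30 h compound exposure at 37 C.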
Ub-GFP proteasome: inhibits proteasome, raising ubiquitin-GFP reporter fluorescence; Ubiquitin-GFP reporter cells, proteasome inhibition, GFP fluorescence; response scale: untreated = 0%, 10 µM MG-132 = 100%; Potency, µM (titrated, usually from 45.9 µM), without a hit: at the top dose activation (GFP accumulation), actives largely listed as activators; 67,000 tested, under 10 active; AID 526; active = well fitted activation curve with a large enough effect, not every such curve was filed as active; inconclusive = small, poorly fitted or top-dose-only effect, or another doubt; inactive = no such curve, though single readings can be large or run the other way; note: potency is the fitted concentration of half-maximal effect
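U2OS Ub(G76V)-GFP reporter; O/N plating, 0.5% FBS; cpd 46 uM–2.9 nM, 4 h, 37 °C; GFP+ cell count, 488/515 nm; norm. to basal vs 10 uM MG-132; CRC fit.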
Fluorescein fluor: compound autofluorescence in fluorescein spectral region; Compound autofluorescence, 480/540 nm, fluorescein-equivalent; stronger effect = higher value; 59,000 compounds, 0.91% hits; max fluorescein-equivalent concentration, M; in the data active = max fluorescein-equivalent concentration above about 10 nM; inconclusive = between about 1.1 nM and that limit
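Compounds were pin-transferred into 100 mM Tris buffer, pH 8.0, and incubated 15 min at room temperature. Fluorescence was read at 480 nm excitation/540 nm emission. Signals were normalized to an on-plate six-point fluorescein standard curve as dye-equivalent concentration.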
Luciferase inh: firefly luciferase inhibition; purified firefly luciferase, luminescence, 8 min; Potency, µM (doses to about 57.1 µM), for inactives: top-dose activity change, negative = inhibition, usual class: inhibitors; 72,000 compounds, 2.2% hits; AID 411; note: potency is the fitted concentration of half-maximal effect; % is set by controls: 0 for no effect and ±100 for the full control effect; nearly all actives have a fitted effect of over 40% in size
Target sequence (P08659 whole entry, looked up): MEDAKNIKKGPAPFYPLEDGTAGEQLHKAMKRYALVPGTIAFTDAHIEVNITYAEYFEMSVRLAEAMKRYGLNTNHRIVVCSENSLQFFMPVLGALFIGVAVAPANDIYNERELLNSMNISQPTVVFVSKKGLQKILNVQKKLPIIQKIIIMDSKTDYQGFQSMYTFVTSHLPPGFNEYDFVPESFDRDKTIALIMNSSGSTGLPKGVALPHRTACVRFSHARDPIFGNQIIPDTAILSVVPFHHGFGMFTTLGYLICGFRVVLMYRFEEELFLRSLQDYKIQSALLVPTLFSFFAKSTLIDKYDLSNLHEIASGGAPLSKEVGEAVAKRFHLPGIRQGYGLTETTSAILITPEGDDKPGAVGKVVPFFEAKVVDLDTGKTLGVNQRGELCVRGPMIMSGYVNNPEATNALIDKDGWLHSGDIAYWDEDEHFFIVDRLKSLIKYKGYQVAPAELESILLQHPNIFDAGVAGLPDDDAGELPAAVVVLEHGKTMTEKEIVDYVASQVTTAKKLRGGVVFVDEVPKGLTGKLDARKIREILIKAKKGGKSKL
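Inhibition of light generation by firefly luciferase from ATP and luciferin was profiled with concentration-response curves per sample, ATP held at 10 uM within the enzyme's linear range. Plates were read by luminescence after an 8-minute ambient incubation.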
HBB splice mod: hemoglobin beta splicing modulation | 65,000 compounds, 0.06% hits | Potency, µM (highest dose often 46.1 µM), for the others: at the top dose activation, actives largely listed as activators | HBB splicing reporter cell assay, activation; EGFP reporter with mutant IVS2-654 intron; response scale: normalised to 500 nM splice-correcting PNA; note: potency is the fitted concentration of half-maximal effect; 0% is about no effect
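HeLa cells stably expressing EGFP interrupted by mutant beta-globin intron 2 (IVS2-654), 500/well in 2% FCS. Treated with compound for 2 days at 37C. Splicing correction scored as total well GFP intensity (488 nm excitation, 500-520 nm emission); 500 nM antisense PNA served as control.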
* marks the source's active call; other numbers are inactive results; i = inactive; ? = inconclusive; . = not tested or not shown; & = joins results of further samples; [ ] = another dose, or the depositor's remark. Unless noted, calls come from the whole dose curve; as a rule, active = well fitted curve in the direction sought with a large enough effect; inconclusive = small, poorly fitted or top-dose-only effect, or another doubt; inactive = no such curve, though single readings can be large; an effect the other way counts as inactive or inconclusive.

compound	ERK AVP block	A350 fluor	4MU fluor	Hsp90 Hop PPI	Texas Red fluor	CRE Fsk mod	Epigenetic mod	Ub-GFP proteasome	Fluorescein fluor	Luciferase inh	HBB splice mod
COC(=O)C1=C(N)Oc2cc(C)[nH]c(=O)c2C1c1cc(OC)c(OC)c(OC)c1 (stereo unspecified)	-9%	?	i	2%	i	-1%	0%	2%	i	-2%	10.0%[0.369 µM]
Cc1ccc(C(C(=O)NC2CCCCC2)N(Cc2cccnc2)C(=O)C2COc3ccccc3O2)o1 (stereo unspecified)	-6%	i	i	-3%	i	-6%	-3%	0%	i	1%	.
COCCN1CCn2c(nc3cc(NC(=O)NC4CCCCC4)ccc32)C1	-2%	1.5e-07M*	1.5e-07M*	?	i	-8%	-3%	3%	?	-18%	4.3%
CCN(C1CCS(=O)(=O)C1)S(=O)(=O)c1cccs1 (stereo unspecified)	-7%	i	i	-1%	i	0%	0%	3%	i	1%	-1.5%
CCCCCCNC(=O)CCNC(=O)c1cc(OC)c(OC)c(OC)c1	-6%	?	i	2%	i	18%	0%	2%	i	2%	0.8%[1.84 µM]
Cn1nnnc1SCC(=O)c1cccs1	-17%	i	i	-1%	i	-5%	1%	1%	i	-20%	0.2%[57.5 µM]
CN1CCCN(CC(O)COCc2cccs2)CC1 (stereo unspecified)	0%	i	i	-3%	i	?	1%	-3%	?	-4%	0.4%
Cc1ccc(-c2ccc(CCC(=O)O)n2NC(=O)c2cccs2)cc1	-6%	?	?	-2%	i	-8%	0%	-3%	i	-2%	-0.9%
O=C(CN1C(=O)c2ccccc2S1(=O)=O)N1CCN(c2ccc(F)cc2)CC1	-4%	i	i	2%	i	-4%	-3%	2%	i	4%	.
CCOC(=O)COc1ccc2nsnc2c1	-1%	4.7e-08M*	3.5e-08M*	1%	i	?	0%	-5%	?	0%	-1.6%[57.5 µM]
CCCCCCCCCCCC1=C(O)C(=O)C=C(O)C1=O	46%	i	i	?	i	?	1%	-6%&3%	i	-17%	.
COc1cc(-c2nnc(SCC(=O)c3cc(C)n(CC4CCCO4)c3C)o2)cc(OC)c1OC (stereo unspecified)	-9%	i	i	-16%	?	4µM*	2%	1%	?	-8%	-3.0%
N#C/C(=C(/O)CN1CCOCC1)c1nc(-c2ccccc2)cs1	-25%	i	i	-8%	i	-7%	0%	.	i	-1%	2.9%[0.369 µM]
Cc1cccn2c(=O)c3cc(C(=O)NC4CCCC4)c(=N)n(C4CCCC4)c3nc12	10%	3.7e-06M*	5.6e-06M*	4%	i	?	4%	0%	?	1%	.
N#CCSc1nc2ccccc2c(=O)n1CCC(=O)NC1CCCCC1	13%	i	i	-2%	i	?	0%	3%	?	2%	2.6%
Cc1c(Br)cc(C(=O)N2CCN(CCO)CC2)c(C)c1C	-20%	i	i	-4%	i	2%	6%	1%	i	0%	-0.3%
CC(C)(C)SCCNC(=O)COc1ccccc1	-4%	.	.	-4%[11 µM]	.	13%[7.6 µM]	-4%	3%[9.17 µM]	.	1%	-2.3%[0.0738 µM]
COc1ccccc1CNC(=O)c1cc2c(=O)n(C)c3ccccc3c2n1C	5%	.	.	-3%[2.3 µM]	.	?	.	-2%	.	1%	0.4%
O=C(COc1ccc(Cl)cc1)NCc1nnc(SCC(=O)NCCc2ccccc2)o1	10%	i	i	0%	?	-4%	3%	-1%	i	0%	1.3%
C=C(C)C(C)(C#CCN1CCCC1)OC(C)=O (stereo unspecified)	-7%	i	i	-2%	i	?	-2%	-2%	i	0%	-0.4%

Whole records from above. Values in the order: ERK AVP block	A350 fluor	4MU fluor	Hsp90 Hop PPI	Texas Red fluor	CRE Fsk mod	Epigenetic mod	Ub-GFP proteasome	Fluorescein fluor	Luciferase inh	HBB splice mod
COc1ccccc1CNC(=O)c1cc2c(=O)n(C)c3ccccc3c2n1C is listed with 5%	.	.	-3%[2.3 µM]	.	?	.	-2%	.	1%	0.4%
C=C(C)C(C)(C#CCN1CCCC1)OC(C)=O (stereo unspecified) is listed with -7%	i	i	-2%	i	?	-2%	-2%	i	0%	-0.4%

Further results:
compound	ERK AVP block	A350 fluor	4MU fluor	Hsp90 Hop PPI	Texas Red fluor	CRE Fsk mod	Epigenetic mod	Ub-GFP proteasome	Fluorescein fluor	Luciferase inh	HBB splice mod
CCOC(=O)N1CCC(NC(=O)Cn2cc3c(n2)CCC(C)C3)CC1 (stereo unspecified)	0%	i	i	4%	i	3%	-1%	-14%	i	3%	-1.8%
COc1ccc(NC(=O)C2CCCN2S(=O)(=O)c2ccc(F)cc2)cc1 (stereo unspecified)	?	.	.	2%	.	1%	0%	3%	.	1%	-1.1%
COC(=O)c1ccccc1NC(=O)c1ccccc1SC	-15%	i	i	6%	i	?	4%	4%	i	-1%	0.5%
CCOc1cc2[nH]c(=O)n(CC3CCC(C(=O)NCCC(C)C)CC3)c(=O)c2cc1OCC (stereo unspecified)	18%	i	i	-1%	i	?	3%	-1%	i	3%	-0.3%
COc1ccc(N(CC(=O)Nc2ccccc2SC)S(C)(=O)=O)cc1OC	-23%	i	i	-6%	i	-4%	2%	3%	i	1%	0.6%
CC(C)C(NC(=O)OCc1ccccc1)C(=O)NCC(=O)OC(C)(C)C (stereo unspecified)	?	.	.	2%	.	-4%	-2%	12%	.	-4%	-0.6%[9.22 µM]
CCC(=O)NCCSc1c[nH]c2ccccc12	29%	i	i	-3%	i	?	5%	3%	i	-2%	1.3%
CC(C(=O)O)N1C(=O)CSC1=S (stereo unspecified)	-2%	i	i	-1%	i	-2%	0%	2%	i	-3%	-0.1%[57.5 µM]
COc1ccc(N2CCCn3c2nc2c3c(=O)n(CCc3ccccc3)c(=O)n2C)cc1	-3%	i	i	-3%	?	?	0%	23%	i	0%	2.3%[1.84 µM]
CCOC(=O)c1ccc(NS(=O)(=O)c2cnc[nH]2)cc1	19%	i	i	-7%	i	-3%	2%	-6%	i	0%	-1.5%
O=C(CCC(=O)N(CC(=O)NC1CCCC1)Cc1ccc2c(c1)OCO2)Nc1ccccn1	-5%	i	i	-4%	?	-9%	1%	-4%	?	0%	-3.0%
CCCCCCn1c2c(c(=N)c3c1CCC3)CCC2	-1%	i	i	0%	i	-10%	9%	-3%	i	-1%	-0.8%
Cc1ccccc1Nc1nc(N)nc(COC(=O)C(NC(=O)c2ccco2)C(C)C)n1 (stereo unspecified)	9%	i	i	-3%	i	?	-1%	8%	?	-3%	-0.2%
CCCN(CCO)Cc1cccc(Oc2ccccc2)c1	-4%	.	.	-7%[11 µM]	.	-1%[7.6 µM]	-2%	0%[9.17 µM]	.	1%	-0.4%[0.0738 µM]
Cc1cc(C)c2cc(C(c3nnnn3CC3CCCO3)N3CCN4CCCC4C3)c(=O)[nH]c2c1 (stereo unspecified)	11%	2.2e-08M*	2.2e-08M*	33%	i	-20%	-2%	0%	i	-1%	-0.1%[57.5 µM]
CCOc1ccc(C2CC(=O)NC3=C2C(=O)CCC3)cc1 (stereo unspecified)	?	i	i	-5%	i	7%	0%	-8%	?	3%	-3.3%[57.5 µM]
COc1ccc(-n2c(SCC(=O)Nc3nccs3)nc3sc4c(c3c2=O)CCN(C)C4)cc1	6%	i	i	-7%	i	-5%	6%	-1%	i	0%	-1.6%
CCC1=C(C)CN(C(=O)NCCc2ccc(S(=O)(=O)NC(=O)NC3CCC(C)CC3)cc2)C1=O (stereo unspecified)	-13%[25.7 µM]	i	i	-4%[26 µM]	?	-11%[17.1 µM]	11%[20.6 µM]	-5%[20.5 µM]	i	-8%[25.5 µM]	-0.2%[20.6 µM]
CCc1c(C(=O)Nc2nnc(C3CC3)s2)csc1C	-6%	i	i	0%	i	2%	0%	4%	i	4%	0.5%
COc1cccc(-c2nc(CS(=O)(=O)CC(=O)NCc3ccccc3)c(C)o2)c1	-15%	.	.	-2%	.	-3%	0%	12%	.	2%	-0.2%
O=C1CCCC2=C1C(c1ccco1)Nc1ccc3ccccc3c12 (stereo unspecified)	-27%	.	.	-7%	.	-2%	-2%	0%	.	-3%	1.9%
Cc1ccsc1C1C(C(=O)O)c2ccccc2C(=O)N1C (stereo unspecified)	20%	i	i	-3%	i	4%	2%	-6%	i	2%	-0.8%
C#CCSc1n[nH]c(-c2ccco2)n1	-17%[11.5 µM]	i	i	-6%[11 µM]	i	8%[7.6 µM]	0%[9.22 µM]	-2%[9.17 µM]	i	1%[11.4 µM]	2.5%[9.22 µM]

Bioassay records: PubChem, National Center for Advancing Translational Sciences (NCATS)

An excerpt (hit frequency here may not be typical).
